Screens: PubChem BioAssay, National Center for Advancing Translational Sciences (NCATS)
NPC1 promoter act: NPC1 promoter activation; Huh7 NPC1 promoter luciferase reporter, 24 h; Potency, µM (doses to about 9.22 µM), for the others: at the top dose activation, usual class: activators; 2.4% of 320,000 active; AID 485313;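 note: % of control where 0% means no effect; nearly all actives have a fitted effect of over 60% in size; reporter is driven by a mutant NPC1 promoter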
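Huh7 cells stably carrying NPC1 promoter–luciferase, plated in Opti-MEM with 10% FBS for 2 h, were exposed to compound in DMSO for 24 h at 37 °C; luciferase reagent was added for 10 min and luminescence read.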
RORg inh: inhibitors of mouse ROR gamma transcriptional activity; 5.4% of 310,000 active; Potency, µM (series often up to 53.6 µM), for inactives: at the top dose activity change, negative = inhibition, actives largely listed as inhibitors; Drosophila S2 Gal4-RORgamma UAS-luciferase reporter, 20 h; AID 2551; note: % is set by controls: 0 for no effect and ±100 for the full control effect; nearly all actives have a fitted effect of over 60% in size
Target sequence (P51450 whole entry, looked up, the tested form may be a part): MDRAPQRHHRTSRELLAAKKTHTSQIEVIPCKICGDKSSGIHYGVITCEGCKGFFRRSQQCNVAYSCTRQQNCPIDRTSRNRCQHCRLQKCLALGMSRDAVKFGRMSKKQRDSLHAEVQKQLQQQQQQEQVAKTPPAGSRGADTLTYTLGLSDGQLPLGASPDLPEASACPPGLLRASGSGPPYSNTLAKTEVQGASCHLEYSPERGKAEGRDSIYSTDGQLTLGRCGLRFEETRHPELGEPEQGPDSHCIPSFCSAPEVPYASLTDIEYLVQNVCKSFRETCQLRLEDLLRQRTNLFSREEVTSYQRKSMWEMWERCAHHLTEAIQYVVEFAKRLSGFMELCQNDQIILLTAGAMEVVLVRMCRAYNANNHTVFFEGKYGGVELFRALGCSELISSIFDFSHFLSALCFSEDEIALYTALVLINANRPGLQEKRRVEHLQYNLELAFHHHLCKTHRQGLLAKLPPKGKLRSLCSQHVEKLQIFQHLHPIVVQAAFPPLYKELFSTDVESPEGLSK
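In this cell-based reporter format, copper sulfate (700 uM final) drives Gal4–ROR gamma fusion expression from a metallothionein promoter in Drosophila Schneider cells; compounds preincubated 1 hr, reporter read after 20 hr at ambient temperature.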
uPA surface inh: blocks generation of uPA at the cell surface; cell surface uPA generation assay, qHTS; Potency, µM (titrated, usually from 38.3 µM), inactives show top-dose activity change, negative = inhibition, most hits filed as inhibitors; 0.31% of 330,000 active; AID 540303; active = well fitted inhibition curve with a large enough effect; inconclusive = small, poorly fitted or top-dose-only effect; inactive = no such curve, though single readings can be large or run the other way; tested in mouse RAW 264.7 cells; note: % is set by controls: 0 for no effect and ±100 for the full control effect; nearly all actives have a fitted effect of over 55% in size
p53 reactivator: mutant p53 re-activation in reporter cells | H1299 p53-A138V BP100-luciferase reporter, luminescence, 24 h | Potency, µM (doses to about 92.2 µM), for inactives: at the highest dose activity change, positive = activation, most hits filed as activators | 0.063% of 320,000 active | AID 504706; note: % of control where 0% means no effect; nearly all actives have a fitted effect of over 45% in size
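H1299 (p53-null), stable ts p53-A138V + BP100-Luc; 1000 cells/well, Opti-MEM/10% FBS; cpd 4 pt, 1:5; 24 h, 37 deg C, 5% CO2; detection reagent 10 min RT; luminescence.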
MBNL1 CUG block: blocks human MBNL1 binding to CUG repeat RNA | Q9NR56 | TR-FRET MBNL1-His/biotin-(CUG)12 binding, 665/545 ratio | Potency, µM (titrated, usually from 57.5 µM), inactives show top-dose activity change, negative = inhibition, usual class: inhibitors | 0.036% of 280,000 active; active = well fitted inhibition curve with a large enough effect in the signal ratio, with a control signal flat, not every such curve was filed as active; inconclusive = small, poorly fitted or top-dose-only effect, or effect the other way, or a change in a side signal; inactive = no such curve, though single readings can be large or run the other way; the % refers to the signal ratio; note: % is set by controls: 0 for no effect and ±100 for the full control effect
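TR-FRET between His-tagged MBNL1 and biotin-(CUG)12 RNA, detected with Tb anti-His antibody (0.055 ng/ul) and streptavidin-XL665 (5 nM), 60 min at room temperature. Compounds titrated 92 nM to 58 uM; 665/545 nm ratio normalized to buffer and complex controls.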
Gal4-VP16 FLuc: inhibits Gal4-VP16 luciferase reporter, ROR gamma counter-screen; Drosophila S2 Gal4-VP16 UAS-luciferase, luminescence, 20 h; 3.5% of 310,000 active; Potency, µM (highest dose often 53.6 µM), for the others: at the top dose activity, negative = inhibition, actives largely listed as inhibitors;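 note: Gal4-VP16 expression switched on by copper sulfate through the metallothionein promoter; % is set by controls: 0 for no effect and ±100 for the full control effect; nearly all actives have a fitted effect of over 50% in size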
BRCA1 expr act: BRCA1 expression activation. MCF7-BRCA1-FFLuc reporter, luminescence, 48 h; response scale: scaled: vehicle 0%, 10 µM genistein 100%. Potency, µM (top dose mostly 46.1 µM), without a hit: at the top dose activation, hits mostly activators. 1.1% of 380,000 active. AID 624202; note: nearly all actives have a fitted effect of over 80% in size; some results filed as inactive show a strong effect at the top dose
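Quantitative HTS in MCF7 cells stably reporting BRCA1 expression via firefly luciferase. Compound treatment lasts 48 h at 37 °C in phenol-red free MEM. Activation is expressed relative to genistein at 10 microM and DMSO.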
ELG1 genotoxic: induces genotoxicity in HEK293T cells with luciferase-tagged ELG1. HEK293T ELG1-luciferase reporter, luminescence, 16 h. Potency, µM (top dose mostly 46 µM), inactives show top-dose activity change, positive = activation, most hits filed as activators. 1.3% of 330,000 active; note: % of control where 0% means no effect; nearly all actives have a fitted effect of over 60% in size
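16 hr compound incubation (37 °C, 5% CO2) of HEK293T cells carrying luciferase-tagged ELG1; luciferase then measured by ONE-Glo luminescence after 30 min at RT.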
Rab9 prom act: Rab9 promoter activation. Potency, µM (top dose mostly 9.22 µM), inactives show at the highest dose activation, negative = inhibition, hits mostly activators. 2.8% of 320,000 active. Huh7 Rab9 promoter-luciferase reporter, luminescence, 24 h; note: % of control where 0% means no effect; nearly all actives have a fitted effect of over 60% in size
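Huh7 cells stably carrying a Rab9 promoter-luciferase reporter, 1500 cells per well in OP-MEM I with 10% FBS, treated with compound 24 hours at 37C. Luciferase activity read by luminescence after 10 minutes with Amplite reagent.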
CXXC DNA block: blocks binding of human MLL CXXC domain to DNA; Q03164; MLL-CXXC / FITC-HOXA9 DNA fluorescence polarization; Potency, µM (doses to about 115 µM), for the others: top-dose activity change, negative = inhibition, most hits filed as inhibitors; 0.037% of 290,000 active; AID 2662; active = well fitted inhibition curve with a large enough effect in the polarisation, with a control signal flat, not every such curve was filed as active; inconclusive = small, poorly fitted or top-dose-only effect, or effect the other way, or a change in a side signal; inactive = no such curve, though single readings can be large or run the other way; the % refers to the polarisation
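Fluorescence polarization: 7 uM MLL-CXXC (stock) preincubated 5 min with compounds, then 50 nM fluorescein-HOX-A9 DNA (stock) added; 30 min ambient. Buffer 50 mM Tris-HCl pH 7.5, 50 mM NaCl, 1 mM DTT, 0.05% BSA.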
FLuc counter: inhibits or activates purified firefly luciferase, miR-21 counter-screen. purified FLuc, Km substrates, luminescence inhibition. P08659. AID 588342. 6.9% of 360,000 active. Potency, µM (top dose mostly 57.5 µM), inactives show top-dose activity change, negative = inhibition, usual class: inhibitors;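 note: plate controls were vehicle for no effect and reference inhibitor for full effect; nearly all actives have a fitted effect of over 55% in size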
Target sequence (P08659 whole entry, looked up): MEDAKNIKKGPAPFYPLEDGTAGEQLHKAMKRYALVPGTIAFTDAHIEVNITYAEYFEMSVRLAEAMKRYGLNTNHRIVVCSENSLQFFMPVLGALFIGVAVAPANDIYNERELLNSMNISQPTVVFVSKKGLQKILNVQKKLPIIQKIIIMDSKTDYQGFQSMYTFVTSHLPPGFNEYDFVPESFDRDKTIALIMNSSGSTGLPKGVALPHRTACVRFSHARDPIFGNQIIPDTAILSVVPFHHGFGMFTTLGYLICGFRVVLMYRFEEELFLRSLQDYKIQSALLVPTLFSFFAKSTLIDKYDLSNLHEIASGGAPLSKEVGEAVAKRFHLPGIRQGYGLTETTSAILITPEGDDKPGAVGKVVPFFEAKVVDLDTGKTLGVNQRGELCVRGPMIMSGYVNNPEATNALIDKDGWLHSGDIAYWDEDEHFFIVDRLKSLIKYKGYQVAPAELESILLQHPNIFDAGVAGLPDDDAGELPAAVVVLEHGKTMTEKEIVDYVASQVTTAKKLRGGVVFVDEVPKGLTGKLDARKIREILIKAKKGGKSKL
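Purified P. pyralis luciferase (10nM final) with 10uM D-luciferin and 10uM ATP (Km levels) in 50mM Tris acetate pH 7.5, 10mM Mg acetate, 0.01% Tween-20, 0.05% BSA; qHTS 6-point titration, ~60 µM downward; luminescence read.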
* hit, by the source's call; u = inconclusive; x = no result given; [ ] = dose if it differs, or a comment. Unless noted, calls come from the whole dose curve; as a rule, active = well fitted curve in the direction sought with a large enough effect; inconclusive = small, poorly fitted or top-dose-only effect, or another doubt; inactive = no such curve, though single readings can be large; an effect the other way counts as inactive or inconclusive. Potency is the fitted concentration of half-maximal effect. Only part of the results is shown; the hit share may differ from the screen's.

SMILES | NPC1 promoter act | RORg inh | uPA surface inh | p53 reactivator | MBNL1 CUG block | Gal4-VP16 FLuc | BRCA1 expr act | ELG1 genotoxic | Rab9 prom act | CXXC DNA block | FLuc counter
CCSc1ncc(/C=N/Nc2ccccc2)n1C | u | u | 4.5% | 4.9% | 7.1% | u | 38.5% | 18.4% | u | 3.4% | 19µM*
COc1ccc(C2NC(=O)CCC2[N+](=O)[O-])cc1 (configuration not stated) | -2.4% | -23.6%[1.91 µM] | -1.1% | 6.9% | -13.5% | 1.2% | 21.0% | 0.7% | 1.5% | -10.1% | -0.7%
CCN(CC(=O)Nc1ccc(NC(C)=O)cc1)C(=O)c1ccc(N2CCC(C)CC2)c([N+](=O)[O-])c1 | -1.0% | x | -5.9% | -3.9% | x | x | -2.0% | 0.4% | -1.4% | x | 16.9µM*
N=C1/C(=C\c2ccc(SCc3ccccc3)o2)C(=O)N=C2SC=NN12 | -5.6% | -10.0% | -5.7% | 7.7% | 0.5% | 8.9% | 13.6% | 3.5% | -4.1% | 10.9% | 13.5µM*
CCN(CC)C(=O)n1c(Cc2ccccc2)nc2ccccc21 | -2.6% | -0.8% | -1.5% | x | -5.6% | 6.0% | 1.1% | -5.2% | 0.4% | -2.7% | -0.7%
COC(=O)c1cc(=O)n(Cc2cccs2)c(=Nc2ccc(F)cc2)s1 | 0.3% | u | u | -5.6% | -1.3% | u | -75.5% | 3.0% | 0.6% | -9.1% | 1.7%
Cc1ccc(C(=O)N/N=C2\CCSC2)cc1[N+](=O)[O-] | 0.2% | 10µM* | -8.0% | 3.5% | 27.7% | u | -10.3% | 3.1% | 0.7% | -13.9% | 0.6%
CCCCN1C(=O)C2C3C=CC(C2C1=O)C1C2C(=O)N(CCCC)C(=O)C2C31 (configuration not stated) | 4.6% | 3.2% | 1.1% | 24.9% | -12.0% | -10.5% | -6.0% | -6.2% | 7.2% | 4.9% | 4.5%
CN(Cc1cc2ccccc2[nH]c1=O)C(=O)COc1ccccc1 | -2.4% | -4.2% | 1.2% | -3.2% | 5.4% | 6.8% | 4.0% | -11.2% | -7.8% | -0.3% | 0.8%
Cc1nn(Cc2c(F)c(F)c(F)c(F)c2F)c(C)c1NC(=O)c1ccc(COc2ccc(Cl)cc2Cl)o1 | -0.5% | u | -12.3% | -4.3% | u | -4.1% | -84.1% | 8.9% | -14.6% | 5.8% | -17.3%
Cc1nc(Nc2cc(F)ccc2C)c2nnn(Cc3ccccc3)c2n1 | -0.1% | u | -0.9% | 6.9% | -1.6% | 15.9% | -22.3% | -0.7% | 4.0% | 12.5% | -0.3%
COc1cc(OC)c(NS(=O)(=O)c2cn(C)cn2)cc1Cl | 1.1% | -31.2% | -3.8% | -0.3% | 0.3% | -0.4% | -8.4% | 7.3% | -0.4% | 12.3% | 0.4%
NC(=O)c1nsc(C(=O)N(CC(=O)NC2CCCCC2)c2ccc(Cl)cc2)c1N | 3.3% | -2.1% | -3.2% | -1.6% | 19.7% | -6.0% | -10.7% | -0.2% | -1.1% | -0.1% | 2.8%
Oc1ccc(/C=N/n2c(-c3ccco3)csc2=Nc2cccnc2)c(O)c1 | -1.4% | 6.7% | 6.2% | -15.9% | -0.9% | -27.6% | -54.9% | 7.5% | -18.1% | u | u
COc1ccc(N2C(=O)CCC(C(C)=O)=C2C)cc1 | 1.0% | 4.4% | 4.4% | -0.2% | 5.3% | 1.1% | 4.6% | -6.8% | -0.6% | -14.8% | -0.6%
CCCC1Cc2c(sc(N)c2C#N)CO1 (configuration not stated) | -4.8% | 1.7% | -6.9% | 6.5% | -4.5% | 2.2%[10 µM] | -1.3% | 9.5% | -4.0% | -16.0% | 1.1%
CC(Cc1cccs1)N(Cc1ccc(Cl)cc1)C(=O)c1ccncc1 (configuration not stated) | -3.2% | 10.2% | 8.4% | -8.2% | -12.9% | -3.2% | -19.7% | -6.3% | -1.2%[1.84 µM] | u | -3.3%
COc1ccc(OCCN(C)Cc2c(O)ccc3ccccc23)cc1 | 1.0% | -41.2% | 2.8% | 7.3% | 3.3% | -17.0% | -21.8% | 2.0% | 2.0% | 124.9%[activator] | -15.9%
COc1ccccc1OCc1nc2ccccc2s1 | u | u | -8.8% | u | 5.3% | u | 25.3% | u | u | -2.5% | 0.601µM*
O=C(COc1ccc(Br)cc1)N1CCN(c2ccccc2)CC1 | 1.1% | 8.8% | -2.4% | -5.5% | -0.1% | 5.0% | -20.9% | 0.5% | 11.4% | -2.8% | -0.7%
Cc1c(C(=O)NCCN2CCOC2=O)oc2c(F)cccc12 | -2.7% | 0.9% | 4.5% | -1.8% | -1.9% | 2.2% | 29.3% | u | 4.5% | 13.2% | -8.2%
Cc1ccc(CN2CC(C(=O)Nc3ccc(C)cn3)CC2=O)cc1 (configuration not stated) | -2.0% | x | 5.2% | 8.7% | x | x | -8.2% | 15.1% | 1.5% | x | -1.4%
CC(=O)NC(c1ccco1)c1ccc2cccnc2c1O (configuration not stated) | -30.8%[inhibitor] | 3.55µM* | -14.2% | u | 11.9% | 11.2µM* | -80.6% | -4.2% | -33.6%[inhibitor] | -8.2% | 3.6%
CC(C(=O)N1CCN(C=O)CC1)N1C(=O)c2ccccc2C1=O (configuration not stated) | 0.0% | -6.6% | 6.2% | 3.7% | 15.1% | 1.6% | -0.2% | 1.3% | 4.6% | -6.0% | -0.7%
Cc1ccc(S(=O)(=O)N/N=C\c2ccc(C)o2)cc1 | -0.2% | 12.2% | 4.2% | -1.9% | 5.9% | -2.9% | -2.3% | 4.2% | -1.1% | -2.6% | -2.2%
Cc1ccc(S(=O)(=O)N2CCCCC2)cc1NC(=O)CNc1ccccc1N1CCCC1=O | -2.6% | x | -2.3% | -3.3% | x | x | 1.0% | -1.8% | -6.9% | x | 1.3%
O=C(Cc1ccc([N+](=O)[O-])cc1)N1CCCCCC1 | 3.3% | 4.5% | 1.9% | -1.5% | u | -0.8% | 40.3% | 1.2% | 9.1% | 3.8% | -4.4%
O=C(Nc1ccnn1C1CCN(Cc2cccc(OCCO)c2)CC1)C1CCCC1 | 1.6% | 7.1% | -1.1% | 11.7% | -8.7% | -4.5% | 3.5% | 0.0% | 3.8% | -6.0% | 2.6%
Cc1noc(C)c1COc1ccc(C(=O)Nc2ccccc2)cc1 | 7.3% | 38.4% | -10.9% | 3.7% | -0.2% | 22.2% | 4.4% | 0.1% | -1.2% | 3.2% | 2.0%
Cc1ccc(-c2cccc(OC(=O)c3ccccc3F)c2)cc1 | -7.7% | -1.8% | -23.2% | 2.6% | 3.9% | -7.0% | 80.3% | 8.2% | 6.6% | 2.8% | 5.36µM*

A few values from the results shown.
ELG1 genotoxic with `CC(=O)NC(c1ccco1)c1ccc2cccnc2c1O` (configuration not stated) reads -4.2%
Gal4-VP16 FLuc with `Cc1ccc(S(=O)(=O)N/N=C\c2ccc(C)o2)cc1` reads -2.9%

Continued.
SMILES | NPC1 promoter act | RORg inh | uPA surface inh | p53 reactivator | MBNL1 CUG block | Gal4-VP16 FLuc | BRCA1 expr act | ELG1 genotoxic | Rab9 prom act | CXXC DNA block | FLuc counter
Cc1cc(N)nc(C)c1C#N | -0.1% | 19.4% | -0.4% | -2.1% | x | -2.2% | 9.4% | 0.9% | 5.6% | 1.0% | 2.5%
COc1cc2c(cc1OC)C(C)N(CC(=O)Nc1ccc(S(=O)(=O)N3CCCC3)cc1)CC2 (configuration not stated) | -0.8% | 20.9% | u | -1.2% | 0.1% | 4.1% | 0.0% | -7.2% | 1.0% | 63.0%[activator] | -1.2%
CCOc1ccc(C(=S)N2CCCC2)cc1OC | -2.5% | 20.2% | -3.7% | -3.0% | 2.2% | -1.4% | 25.8% | -1.1% | -4.8% | 0.4% | 3.9%
Cc1ccc(S(=O)(=O)c2nc(-c3ccccc3)oc2SCC(=O)NCC2CCCO2)cc1 (configuration not stated) | 1.1% | u | -1.3% | -1.2% | 168.7%[activator] | 9.6% | -6.8% | -0.7% | -0.4% | 18.1% | -1.2%
